Bioassay records (PubChem)
Yeast superoxide – caloric restriction mimetics inhibiting age-related superoxide in yeast. AID 2690. superoxide response (% of plate mean), % at 10 µM. S. cerevisiae aged cells, superoxide DHE fluorescence; stronger effect = lower value. 330,000 compounds, 0.18% hits;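 active = superoxide response under a set limit, about three screen SD below normal, cut at about 65% in these data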;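 also: yeast aged for seven days with compound at 30 °C before DHE staining; 100% = average MFI of all compound-treated wells on the plate with controls excluded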
EBNA-1 inh – blocks EBNA-1 binding to DNA. EBNA-1 DNA binding, fluorescence polarization. 300,000 compounds, 0.34% hits. inhibition, % at 14.8 µM; in the data active = inhibition above about 28%
ZTA DNA inh – ZTA (EBV) inhibition in EBNA-1 counter-screen | P03206 | ZTA-DNA binding, fluorescence polarization | inhibition, % at 11 µM | 320,000 compounds, 0.15% hits | AID 2234; in the data active = inhibition above about 33%
PP1 inh – counter-screen for PP5 inhibitors: inhibitors of human PP1-alpha; P62136; purified PP1alpha, OMFP fluorescence; inhibition, % at 6.7 µM; 320,000 compounds, 0.9% hits; AID 2235;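 active = inhibition above the mean inhibition of all tested compounds plus 3 SD, computed separately for each screening campaign, cut at about 15% in these data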
JMJD2C inh – inhibitors of human GASC-1 (JMJD2C) demethylase. Q9H3R0. GST-JMJD2C(1-420) H3K9me3 demethylation, DELFIA europium. inhibition, % at 2.35 µM. 330,000 compounds, 0.069% hits. AID 2099;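 active = more than half of a compound's replicate wells show inhibition beyond 50%, single wells judged on their own value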;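 also: signal counts dimethyl H3K9 product captured on neutravidin plate; 0% = median of DMSO wells and 100% = 0.3 times that DMSO median; strong numbers were not always called active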
PP5 primary – inhibitors of human protein phosphatase 5 (PP5). P53041. purified PP5c, OMFP substrate fluorescence. inhibition, % at 6.7 µM. 320,000 compounds, 0.18% hits. AID 1987;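 active = inhibition above the campaign's mean inhibition across all tested compounds plus 3 SD, cut at about 9.5% in these data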;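 also: 0% = DMSO only and 100% = 100 µM cantharidin control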
Fh CTSL1 inh – cathepsin L1 inhibition, PFM18AAP counter-screen | AID 1906 | recombinant F. hepatica cathepsin L1, Z-Leu-Arg-MCA fluorescence | 300,000 compounds, 0.49% hits | inhibition, % at 5.96 µM;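 active = inhibition above the mean of all tested compounds plus 3 SD, set per screening campaign, cut at about 17% in these data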;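 also: 0% = plate median of test compound wells and 100% = 1 µM Z-Phe-Ala-diazomethylketone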
HCV core dimer – HCV core protein dimerization inhibition; TR-FRET GST/Flag-core106 dimerization, 1536-well; inhibition, % at 5 µM; 300,000 compounds, 0.33% hits; AID 1899;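 active = inhibition above the mean of all tested compounds plus 3 SD, set per screening campaign, cut at about 45% in these data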
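System: GST/Flag-tagged HCV core106 proteins. Incubation: compound-protein-antibody incubation 4 h at 22.5 °C. Technique: HTRF with 340 nm excitation, 617/671 nm emission. Medium: KF-containing HEPES buffer, pH 7.45, DTT, CHAPS, BSA. Read-out: inhibition (%) from 671 over 617 nm ratio. Also added: Eu(K)-anti-GST 90 ng/mL plus XL665-anti-Flag 1 µg/mL.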
TPT1 inh – blocks Candida albicans tRNA 2'-phosphotransferase | recombinant caTPT1, FP RNA substrate dephosphorylation | inhibition, % at 5 µM | 300,000 compounds, 0.81% hits | AID 1962;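 active = inhibition above the mean of all tested compounds plus 3 SD, set per screening campaign, cut at about 24% in these data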;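 also: plate controls were DMSO alone for no effect and ferristatin control at 100 nM for full effect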
* hit, by the source's call; / = no result given; & = joins results of further samples.

SMILES	Yeast superoxide	EBNA-1 inh	ZTA DNA inh	PP1 inh	JMJD2C inh	PP5 primary	Fh CTSL1 inh	HCV core dimer	TPT1 inh
CC(C)c1ccc(OCC(=O)Nc2c3c(nn2C(C)(C)C)CS(=O)(=O)C3)cc1	97	-4	-2	-14	-5	5.1	-5	1	-4
COc1cccc(OC)c1C(=O)NC(=S)Nc1ccc2oc(=O)ccc2c1	102	10	-1	-5	18	-0.9	-1	10	-3
COc1ccc(/C=C(\C#N)C(=O)c2cccn2C)cc1	102	2	0	-1	11	1.2	1	-1	2
O=C1NC(=O)C(Cc2cccc(Oc3ccccc3)c2)S1 (configuration not stated)	112	-4	-4	4	1	1.1	1	2	-1
O=C(CCc1ccccc1)NNC(=O)Cc1ccc(Cl)cc1	94	6	-2	-8	6	-1.4	8	-4	-2
CCC(=O)c1cc(F)c(N2CCN(S(=O)(=O)c3ccccc3)CC2)cc1C	121	-9	1	4	10	2.3	-1	-5	-1
CCc1cc(C(=O)NNC(=S)NCc2ccccc2)cs1	81	4	3	-5	4	0.2	2	0	-3
O=C(Nc1ccncc1)c1cncc(Br)c1	92	-6	-13	-2	3	1.2	-1	-3	0
CN(Cc1ccccc1C#N)S(=O)(=O)c1cccs1	100	0	-4	-1	24	-0.8	2	3	0
CO/N=C(/CNC(=O)c1ccccc1Cl)c1ccc(Cl)cc1	97	-7	-8	2	4	1.2	2	2	3
O=C(Nc1ccccc1)C1CC(=O)N(C2CCCCC2)C1 (configuration not stated)	94	0	3	-1	-2	-0.6	0	0	-7
Cc1ccc(NC(=O)COC(=O)C2CC(=O)N(Cc3ccccc3)C2)cc1F (configuration not stated)	106	10	-2	-7	15	1.2	-36	-8	2
Cc1ccc(N(CC(=O)Nc2cc(Cl)ccc2Oc2ccccc2)S(C)(=O)=O)cc1C	99	-13	5	1	1	7.0	2	8	-1
COc1ccc2[nH]cc(C(=O)CN3CCCCC3)c2c1	95	5	-1	-6	-29	1.6	0	-3	3
O=[N+]([O-])c1cccc(/C=N/Nc2nc(N3CCCCC3)nc(N3CCCCC3)n2)c1	115	1	10	0	-2	0.1	4	7	0
O=C(NCCCn1ccnc1)c1cc2ccccc2o1	105	0	4	-7	0	0.4	-1	-2	-3
O=C(c1ccc(-n2cnnn2)cc1)N1CCCCC1	105	-1	5	-3	-1	0.9	3	0	0
O=c1c2ccccc2c(C=Nc2cccc(S(=O)(=O)NCc3ccco3)c2)c(O)n1-c1ccc(Cl)cn1	105	4	-5	-2	0	1.1	3	23	0
COC(=O)c1ccc(S(=O)(=O)NC(C)(C)C)n1C	103	2	6	-2	-11	-0.9	-1	0	4
CSCCC(NC(=O)c1ccc(Cl)cc1)C(=O)OCC(=O)c1ccc[nH]1 (configuration not stated)	80	0	3	-4	-2	0.2	1	6	3
COc1ccc(S(=O)(=O)N(C)CC(=O)Nc2ccccc2C(F)(F)F)cc1Cl	89	9	5	-1	-1	-0.7	2	5	2
COc1ccc(NC(=O)c2ccccc2Oc2ccccc2)c(OC)c1	85	6	7	1	-9	-1.9	2	2	3
COC(=O)Cc1ccc(NC(=O)c2ccc(Br)o2)cc1	102	6	2	-3	-3	2.9	3	-4	-2
COc1ccc(C(=O)NNC(=O)Cc2ccc([N+](=O)[O-])cc2)cc1	99	2	4	-3	4	-2.1	-1	-4	2
O=C(Nc1ccc(S(=O)(=O)C(F)F)cc1)c1ccc2c(=O)n3c(nc2c1)CCC3	108	-2	6	-2	8	-2.0	4	7	2
COc1ccc(C2=NN(C(=O)c3ccncc3)C(c3ccccc3O)C2)cc1 (configuration not stated)	112	-4	2	0	2	1.6	3	9	11
COc1cccc(NC(=O)N2CCCC2C(=O)Nc2ccc3c(c2)OCCO3)c1 (configuration not stated)	105	4	7	-2	16	2.3	0	1	-1
O=C(OCC(=O)N1CCN(c2ccccc2)CC1)c1ccncc1	141	/	-13	-4	-2	-0.1	/	/	/
CC(=O)N1c2ccccc2CCc2ccc([N+](=O)[O-])cc21	86	-8	-6	-9	7	-6.8	-1	0	1
O=S(=O)(Nc1cccc(-c2cn3c(n2)SCC3)c1)c1ccc(F)cc1F	94	-16	3	-5	7	5.0	-7	13	0

14 of the compounds above, with two lines to a compound.
The line under a structure holds: Yeast superoxide | EBNA-1 inh | ZTA DNA inh | PP1 inh | JMJD2C inh | PP5 primary | Fh CTSL1 inh | HCV core dimer | TPT1 inh
> O=C(c1ccc(-n2cnnn2)cc1)N1CCCCC1
  105 | -1 | 5 | -3 | -1 | 0.9 | 3 | 0 | 0
> O=c1c2ccccc2c(C=Nc2cccc(S(=O)(=O)NCc3ccco3)c2)c(O)n1-c1ccc(Cl)cn1
  105 | 4 | -5 | -2 | 0 | 1.1 | 3 | 23 | 0
> COC(=O)c1ccc(S(=O)(=O)NC(C)(C)C)n1C
  103 | 2 | 6 | -2 | -11 | -0.9 | -1 | 0 | 4
> CSCCC(NC(=O)c1ccc(Cl)cc1)C(=O)OCC(=O)c1ccc[nH]1 (configuration not stated)
  80 | 0 | 3 | -4 | -2 | 0.2 | 1 | 6 | 3
> COc1ccc(S(=O)(=O)N(C)CC(=O)Nc2ccccc2C(F)(F)F)cc1Cl
  89 | 9 | 5 | -1 | -1 | -0.7 | 2 | 5 | 2
> COc1ccc(NC(=O)c2ccccc2Oc2ccccc2)c(OC)c1
  85 | 6 | 7 | 1 | -9 | -1.9 | 2 | 2 | 3
> COC(=O)Cc1ccc(NC(=O)c2ccc(Br)o2)cc1
  102 | 6 | 2 | -3 | -3 | 2.9 | 3 | -4 | -2
> COc1ccc(C(=O)NNC(=O)Cc2ccc([N+](=O)[O-])cc2)cc1
  99 | 2 | 4 | -3 | 4 | -2.1 | -1 | -4 | 2
> O=C(Nc1ccc(S(=O)(=O)C(F)F)cc1)c1ccc2c(=O)n3c(nc2c1)CCC3
  108 | -2 | 6 | -2 | 8 | -2.0 | 4 | 7 | 2
> COc1ccc(C2=NN(C(=O)c3ccncc3)C(c3ccccc3O)C2)cc1 (configuration not stated)
  112 | -4 | 2 | 0 | 2 | 1.6 | 3 | 9 | 11
> COc1cccc(NC(=O)N2CCCC2C(=O)Nc2ccc3c(c2)OCCO3)c1 (configuration not stated)
  105 | 4 | 7 | -2 | 16 | 2.3 | 0 | 1 | -1
> O=C(OCC(=O)N1CCN(c2ccccc2)CC1)c1ccncc1
  141 | / | -13 | -4 | -2 | -0.1 | / | / | /
> CC(=O)N1c2ccccc2CCc2ccc([N+](=O)[O-])cc21
  86 | -8 | -6 | -9 | 7 | -6.8 | -1 | 0 | 1
> O=S(=O)(Nc1cccc(-c2cn3c(n2)SCC3)c1)c1ccc(F)cc1F
  94 | -16 | 3 | -5 | 7 | 5.0 | -7 | 13 | 0

Remaining list, next part:
SMILES	Yeast superoxide	EBNA-1 inh	ZTA DNA inh	PP1 inh	JMJD2C inh	PP5 primary	Fh CTSL1 inh	HCV core dimer	TPT1 inh
COc1ccc(CNCCC(c2ccccc2)c2ccc3c(c2)OCO3)cc1 (configuration not stated)	100	-7	22	3	-7	1.5	-3	-2	0
CC(CC(=O)Nc1ccc(F)cc1F)S(=O)(=O)c1ccc2c(c1)NC(=O)CO2 (configuration not stated)	104	3	3	-7	5	0.8	-3	0	1
O=C(N=Nc1c(O)[nH]c2ccccc12)c1cc(NS(=O)(=O)c2cccs2)cc(NS(=O)(=O)c2cccs2)c1	117	-8	-6	16*	9	-0.4	3	16	-1
O=C(CC1C(=O)NCCN1C(=O)Nc1ccccc1)Nc1cc(Cl)ccc1Cl (configuration not stated)	105	3	-14	-4	-18	2.7	-7	-4	-3
CCOc1cc(C)nc(N2CCC(C(=O)Nc3ccccc3OCC)CC2)n1	89	3	-2	1	-6	1.5	-2	1	-1
CC1=CC(=C(C#N)C#N)c2ccccc2N1C	83	6	6	0	-9	1.1	3	-4	-3
O=C(COC(=O)COc1ccccc1)NC1CCCc2ccccc21 (configuration not stated)	102	9	-1	-3	-1	1.5	-26	3	-2
COCCNC(=S)N1CCN(C)CC1	98	-4	-10	-3	48	1.7	0	-8	-1
CCCn1c(SCC(=O)OCc2ccccc2)nc2c1c(=O)n(C)c(=O)n2C	98	-6	14	-1	1	2.9	-2	-3	-1
Cc1nc(NC(=O)CSc2nnc(C3CC3)n2C)sc1C(=O)N(C)C	110	3	8	-4	0	2.9	4	-1	2
CCN1CCN(Cc2c(O)ccc3c(C)cc(=O)oc23)CC1	100	1	-8	0	1	1.2	0	2	-1
N#Cc1ccc(OCC(O)CN2CCC(C(O)(c3ccccc3)c3ccccc3)CC2)cc1 (configuration not stated)	96	-2	-3	0	-4	2.1	2	3	0
CCn1c(SCc2ccccc2)nnc1C1CCCCC1	110	1	7	2	2	-1.7	-15	-1	2
CCOc1c(OC(C)=O)ccc(/C=C/c2ccc3cccc(OC)c3n2)c1[N+](=O)[O-]	124	-4	-12	0	0	7.7	0	-11	0
O=C(c1ccco1)N1CCN(/C(=N/S(=O)(=O)c2cccs2)c2ccccc2Cl)CC1	104	10	-1	2	-6&-3	0.9	0	-1	-3
Cc1ccc(S(=O)(=O)Nc2nncs2)cc1	100	-13	3	-6	-6	2.8	-4	3	2
Cc1nn(-c2ccc(N3CCOCC3)nn2)c(C)c1CCC(=O)Nc1ccccc1	126	-4	-4	-2	16	1.2	-2	-4	2
COc1ccc(CCN=C(N)Nc2nc(C)cc(C)n2)cc1	91	5	-17	-2	30	0.5	0	-4	3
CN(N)c1nc(-c2ccccc2)cc(-c2ccccc2)n1	107	-4	-3	5	5	3.9	-6	2	-1
O=C(O)C(NS(=O)(=O)c1ccc(F)cc1)c1ccccc1 (configuration not stated)	86	3	-7	-3	-4	0.0	-3	-10	3
Cc1ccc(Cl)c(OCCCN(C)Cc2ccccc2)c1	85	10	-18	0	-8	1.7	0	-6	-1
Cc1cc(OCCN2CCCC2)cc(C(C)C)c1	119	-9	-16	0	-2	1.1	-1	-11	-5
CCOC(=O)C1CCN(C(=O)c2sc3nc(-c4ccc(F)cc4)cn3c2C)CC1	89	5	-2	-3	5	0.3	0	6	-1
Cc1cccc(C(=O)Nc2ccccc2C(=O)NCc2ccco2)c1	99	0	3	2	-5	1.4	2	4	-2
COc1cccc2c1OCC(C(=O)NCc1ccc(Cl)cc1Cl)=C2	113	-1	5	1	15	2.9	-1	-2	-3
N#Cc1c(NC(=O)CSc2nc(-c3ccccc3)cc(C(F)(F)F)n2)sc2c1CCC2	119	-7	6	0	-12	3.1	-1	-1	5
Cc1ccc(C)c(NC(=O)CCN2CCc3ccccc3C2)c1	93	-3	6	3	-6	0.0	-2	1	4
O=C(Nn1c(-c2ccncc2)nc2ccccc2c1=O)c1ccccc1Br	114	6	16	0	-10	2.3	-1	0	-4
CN(CC(=O)N1CCN(c2ccccc2F)CC1)S(=O)(=O)c1cnc[nH]1	93	4	-4	-2	-13	0.4	-2	-2	-2
CCN(CC)CCCNc1nc2cc(OC)c(OC)cc2c2nc(-c3cccnc3)nn12	100	-7	-3	2	80	1.8	3	1	2

Whole records from above. Order of values: Yeast superoxide | EBNA-1 inh | ZTA DNA inh | PP1 inh | JMJD2C inh | PP5 primary | Fh CTSL1 inh | HCV core dimer | TPT1 inh
`CN(Cc1ccccc1C#N)S(=O)(=O)c1cccs1` in the list: 100 | 0 | -4 | -1 | 24 | -0.8 | 2 | 3 | 0
`CCOC(=O)C1CCN(C(=O)c2sc3nc(-c4ccc(F)cc4)cn3c2C)CC1` in the list: 89 | 5 | -2 | -3 | 5 | 0.3 | 0 | 6 | -1
